# RBX1-CUL1 inh: blocks human RBX1-Cullin-1 di-ubiquitin formation; AID 1347404; 140,000 compounds, 0.6% hits; P62877+Q13616; in vitro K48 di-Ub FRET, acceptor:donor ratio, 45 min; inhibition, % at 10 µM; in the data active means inhibition above about 25%
# Target sequence (P62877 whole entry, looked up): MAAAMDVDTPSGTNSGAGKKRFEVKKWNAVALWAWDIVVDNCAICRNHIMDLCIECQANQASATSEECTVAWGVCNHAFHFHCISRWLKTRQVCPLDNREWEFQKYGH
# Target sequence (Q13616 whole entry, looked up): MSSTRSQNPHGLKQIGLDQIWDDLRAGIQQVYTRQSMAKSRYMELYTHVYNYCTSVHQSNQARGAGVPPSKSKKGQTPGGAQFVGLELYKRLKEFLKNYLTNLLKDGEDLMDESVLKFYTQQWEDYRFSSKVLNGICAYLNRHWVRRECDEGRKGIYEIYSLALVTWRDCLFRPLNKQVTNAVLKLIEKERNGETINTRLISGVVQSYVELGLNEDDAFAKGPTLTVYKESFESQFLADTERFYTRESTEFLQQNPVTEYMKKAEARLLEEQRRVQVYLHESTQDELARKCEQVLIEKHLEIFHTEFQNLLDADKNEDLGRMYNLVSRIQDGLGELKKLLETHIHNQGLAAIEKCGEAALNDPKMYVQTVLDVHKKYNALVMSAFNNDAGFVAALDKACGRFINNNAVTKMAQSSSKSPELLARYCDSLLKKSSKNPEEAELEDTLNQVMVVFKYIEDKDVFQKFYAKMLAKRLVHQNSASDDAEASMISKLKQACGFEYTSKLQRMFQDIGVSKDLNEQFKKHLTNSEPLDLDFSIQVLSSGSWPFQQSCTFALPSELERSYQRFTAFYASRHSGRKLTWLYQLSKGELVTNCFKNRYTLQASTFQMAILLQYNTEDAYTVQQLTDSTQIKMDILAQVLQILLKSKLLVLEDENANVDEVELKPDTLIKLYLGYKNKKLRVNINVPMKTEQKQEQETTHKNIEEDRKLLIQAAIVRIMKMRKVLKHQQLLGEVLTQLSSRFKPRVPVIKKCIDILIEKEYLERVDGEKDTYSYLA
# Numbers without * were called inactive. Some of the compounds tested, so the mix of outcomes need not match the whole.
SMILES,RBX1-CUL1 inh
COc1ccc(C(O)CN2CCc3c(nc(SCc4ccccc4)n3C)C2)cc1 (stereo not given),0
COCc1ccc(C(=O)NCc2c(C)ncc3c2CCN(C(=O)Cc2c(F)ccc(F)c2F)C3)o1,12
CCCCCCN1C(=O)C(=O)C(C(=O)c2ccccc2)C1c1ccccc1OC (stereo not given),-8
CCC(=O)N1CCc2cc(Br)cc(S(=O)(=O)N3CCCC(C(=O)NCc4ccc(C)cc4)C3)c21 (stereo not given),5
Cc1ccc(NC(=O)CSc2nnc(N)s2)c(C)c1,5
COC1CCCN(Cc2cnc(S(C)(=O)=O)n2CCCc2ccccc2)C1 (stereo not given),9
COCCc1nc2ccc(C(=O)N3CCC(C(=O)c4ccccc4)CC3)cc2o1,10
COCCNS(=O)(=O)c1ccc(F)c(OC)c1,-7
Cc1ccc(CN(Cc2ccco2)C(=O)c2oc3ccc(C)cc3c2C)cc1,3
CC(=O)Oc1cccc(/C=C2/C(=O)NN(c3ccc(C)c(C)c3)C2=O)c1,2
CCCNS(=O)(=O)Cc1ccc(F)cc1,5
Nc1c(C(=O)NC2CCCC2)sc2nc(-c3ccc(F)cc3)ccc12,2
Cn1ncnc1-c1ccnc(NCC2(CO)CCC2)n1,9
CC(C)CC(NC(=O)C(CC(C)C)NC(=O)C(Cc1ccc(OCc2ccccc2)cc1)NC(=O)OC(C)(C)C)C(N)=O (stereo not given),9
CCCCc1nnc2sc(-c3ccccc3OC)nn12,8
COc1ccc(CC(=O)Nc2cc(OC)c(OC)cc2C(=O)O)cc1,2
Cc1cc(C)n(C(=O)CSc2nc(-c3cccs3)cc(-c3cccs3)c2C#N)n1,1
COC(=O)[C@]1(C)C[C@H](C(=O)NCc2ccncc2C)[C@H](c2ccccc2C)N1C,-9
N#Cc1cnn(-c2cc(Oc3ccccc3F)ncn2)c1N,-7
CCc1cccc(CC)c1NC(=O)c1c(C)oc2ccc(O)cc12,9
CCC(C)c1ccc(NC(=O)Cc2cccs2)cc1 (stereo not given),4
CC1=C(C#N)C(=O)NC(=O)C1C=NNc1ccc(Cl)c(C(=O)O)c1 (stereo not given),14
O=C(N1CCCCCC1)N1CCN(C(=O)N2CCOCC2)CC1,12
C(=C1/SCS/C(=C\c2ccccc2)C1=C1SCCS1)/c1ccccc1,-5
Cc1ccc(Cl)cc1N1CCN(C(=O)CN(C2CCCCC2)S(C)(=O)=O)CC1,-7
CCCCN1C(=O)C(NC(C)=O)c2cccc(C(F)(F)F)c21 (stereo not given),7
Cc1ccc(C(=O)Oc2ccc(C(=S)N3CCCCC3)cc2)cc1,-1
Cc1ccc(-c2csc3nc(SCCOc4ccc(Cl)cc4Cl)n(-c4ccccc4)c(=O)c23)cc1C,-1
c1ccc2[nH]c(-c3ccc4c(c3)OCO4)nc2c1,4
COc1ccc(CNC(=O)c2ccc(-c3nc(CSc4ccccc4)c(C)o3)cc2)cc1OC,-4
Cc1c(Cl)cccc1NC(=O)c1ccc2c(c1)nnn2C1CCCC1,2
CCC1(CC)C(=N)NC(=O)NC1=O,-5
CC(Oc1ccc2c(c1)OCO2)C(=O)N1CCc2[nH]nc(C3CCC3)c2C1 (stereo not given),1
Cc1cccnc1NC(=O)Cc1ccc(Cl)c(Cl)c1,-1
Cc1oc2ncnc(N3CCCCC3)c2c1C(=O)Nc1cccc(Cl)c1C,0
CCC(C)c1n[nH]c2c1CN(C(=O)c1ccc3[nH]c(=O)c(=O)[nH]c3c1)CC2 (stereo not given),0
CC(C)CC(=O)Nc1ccnn1C1CCN(C(=O)Cn2nc3ccccc3n2)CC1,0
CC(=O)Nc1ccc(NC(=O)c2c(C)nn(-c3ccccc3)c2-n2cccc2)cc1,7
COc1ccc(-c2ccc3c(N)c(C(=O)Nc4ccc(Br)c(C(F)(F)F)c4)sc3n2)cc1OC,3
Cn1c(SCCCc2ccccc2)nnc1-c1ccncc1,9
Cc1sc(C(=O)N/N=C/C=C/c2ccccc2)cc1-c1ccccc1,10
Cc1ccc(-n2nnnc2C2CCN(S(=O)(=O)c3ccc(OC(F)(F)F)cc3)CC2)cc1,-10
O=C(COc1c(Cl)cc(Cl)cc1Br)N1CCOCC1,0
Cc1ccc(C(=O)N2c3ncnn3C3(CCCCC3)[C@@H]3CCCC[C@@H]32)cc1,-6
CC(NC(=O)c1ccco1)c1nc(-c2ccccc2)no1 (stereo not given),-1
CC/C(=N/NC(=O)c1ccc(OC)c(OC)c1)c1ccc(Br)s1,-5
CCOC(=O)c1cccc2c1N[C@@H](c1ccc(F)cc1)[C@H]1CC=C[C@@H]21,10
CCOC(=O)C1=NN(c2ccc(OC)cc2)C2(C=C(c3ccccc3)OC2=O)C1c1ccccc1 (stereo not given),9
CC1CCc2nc(NC(=O)CN3CCN(C(=O)c4ccco4)CC3)sc2C1 (stereo not given),6
COc1ccccc1Cn1c(C(C)C)nc2ccccc21,1
COc1cc(/C=C/C=C2\CCC/C(=C\C=C\c3ccc(O)c(OC)c3)C2=O)ccc1O,22
CC(=O)NNC(=O)c1cccc(Cl)c1,-12
CCOc1ccc(NC(=O)CSc2nnc(CSc3nc(C)cc(C)n3)n2C)cc1,2
CCOc1cc(C(C2C(=O)N(C)C(=S)N(C)C2=O)C2C(=O)N(C)C(=S)N(C)C2=O)cc(Cl)c1OCc1ccccc1C#N,1
O=c1c2cc3c(cc2n(Cc2ccc(Cl)cc2)c(=O)n1Cc1nc(-c2ccccc2)no1)OCO3,0
CCOC(=O)C1=C(c2ccccc2)N=c2s/c(=C\c3c[nH]c4ccccc34)c(=O)n2C1c1cccs1 (stereo not given),-11
Cc1nnc(NC(=O)NC2CCN(C(=O)c3ccco3)CC2)s1,4
CCCN(CCC)CCCNC(=O)c1cc2c(-c3ccc(OC)c(OC)c3)nn(C)c2s1,3
COc1ccc(CN2CCc3nnc(C(CC(C)C)NC(=O)c4cc(C)cc(C)c4)n3CC2)c(O)c1 (stereo not given),4
COC(=O)c1cc(NC(=S)NC(=O)c2ccc(OC(C)C)cc2)ccc1Cl,8
# More structures.
SMILES,RBX1-CUL1 inh
COCCNc1sc(S(=O)(=O)c2ccc(C)cc2)nc1S(=O)(=O)c1ccc(C)cc1,-10
Fc1ccc(C2=Nn3cnnc3SC2)cc1,3
Cc1ccc(-c2nc3c4c(-c5ccccc5)c(-c5ccccc5)oc4ncn3n2)cc1,1
Cc1ccccc1N1C(=O)C(Cl)=C(N2CCCCC2)C1=O,2
CC1(C)CC(=O)C2=C(C1)N(CCc1ccccc1)C(=O)C2(NC(=O)c1ccc(F)cc1)C(F)(F)F (stereo not given),-6
Cc1ccc(-n2c(C)nnc2SCC(=O)N2CCCC2)cc1C,9
CCCC(=O)N1CCCC1C(=O)Nc1ccccc1Oc1cccnc1 (stereo not given),8
COc1ccc(-c2nc3cc(C)ccc3o2)cc1N=Cc1cc2c(cc1[N+](=O)[O-])OCO2,-6
COc1ccc(-c2nnc(SCc3c(Cl)cccc3Cl)n2N)cc1,-2
CNc1ccc(C(=O)N2CCCC(c3ccccc3)CC2)cn1 (stereo not given),0
O=C(Nc1ccc(S(=O)(=O)Nc2ccccc2)cc1)N1CCCC1,-3
COC(=O)c1c(-c2ccc(C)c(C)c2)csc1NC(=O)COc1ccc(Cl)cc1Cl,-3
Cc1ccc(NC(=O)Nc2c(C)nn(Cc3ccccc3Cl)c2C)cc1,-2
C=CCNS(=O)(=O)c1ccc(C(=O)Nc2ccccc2OC)cc1,3
Cn1cc(/C=C/C(=O)N2CCCC(CNS(=O)(=O)c3cccs3)C2)cn1 (stereo not given),-3
COc1ccc(OCc2nn3c(-c4ccccc4Cl)nnc3s2)cc1,7
O=C(/C=C/c1ccc(F)cc1)NCc1ccco1,-8
CCC(=O)N1c2ccccc2-c2nnc(SC)nc2OC1/C=C/c1cccs1 (stereo not given),4
Cc1ccc(Nc2nc(Nc3ccc(C)c(C)c3)nc(N3CCOCC3)n2)cc1C,-4
CCOC(=O)N1CCN(CC(O)COc2ccc(F)cc2)CC1 (stereo not given),6
CCOC(=O)C1C(c2ccccc2)NC(=O)N(C)C1(O)C(F)(F)F (stereo not given),-4
CCOc1c(CNCc2ccc(F)cc2)cccc1OC,-5
Cl/C(=C\c1ccccc1)CNC1CCCN(c2ncccn2)C1 (stereo not given),12
CCCOc1ccc(/C=C2/N=C(c3cccc4ccccc34)OC2=O)cc1OCC,3
COc1ccccc1NC(=O)C1CCN(S(=O)(=O)c2ccc3c(c2)oc(=O)n3C)CC1,-2
COC(=O)C1=NC=CN2CCS(=O)(=O)N=C12,-3
COC(=O)c1c(NC(=O)C(C)Oc2ccccc2)sc2c1-c1ccccc1CC2 (stereo not given),2
CCN(Cc1ccccc1)C(=O)c1nc(-c2cccc(F)c2)n2c1CCCCC2,0
O=C(NCCN1CCOCC1)C1CCCN1 (stereo not given),3
COc1cc(/C=C2/C(C)=C(C#N)c3nc(N)c(C#N)c(C)c32)ccc1OCC(=O)Nc1ccc(C)cc1,-6
CCOc1ccc(/C=C/C(=O)Nc2ccc(S(=O)(=O)Nc3cc(C)nc(C)n3)cc2)cc1OC,19
CCN(CC)c1nc2ccccc2n2c(-c3ccco3)nnc12,4
Nc1n[nH]c(S(=O)(=O)Nc2c(F)cccc2F)n1,3
O=C(NCc1ccco1)c1ccc(Cn2c(SCc3ccc(F)cc3)nc3cccnc32)cc1,-4
Cc1ccc2c(Cl)c(C(=O)NCCCn3ccnc3)sc2c1,1
CCCCOC(=O)c1ccc(NC2NS(=O)(=O)C3CCCCC23)cc1 (stereo not given),2
CN(C(=O)c1coc(COc2ccccc2F)n1)C(C1CC1)C1CC1,2
CCn1c(COc2ccc(C(C)C)cc2)nnc1SCC(=O)Nc1ccc(Cl)c(Br)c1,-2
COc1ccc(-c2onc(C)c2C)cc1S(=O)(=O)NCC1CCN(Cc2ccccc2F)CC1,-3
COc1ccc2c(c1)C(N1CCN(CCCO)CC1)Cc1ccccc1S2 (stereo not given),2
CCOC(=O)c1c(NC(=O)CSc2cn(CCNC(=O)c3ccccc3F)c3ccccc23)sc2c1CCCC2,-3
O=C1N(CC2CCC2)CCCC12CCN(Cc1ccc(F)cc1F)C2 (stereo not given),10
CCCOc1ccc(C(NC(=O)OCC)NC(=O)OCC)cc1OC,3
CC(C)N1CCN(c2ccc(C(=O)N3CCCC3)cn2)CC1,2
CCn1c(CNC(=O)c2ccc(OC)cc2)nnc1SCC(=O)Nc1cccc(C)c1,-10
COCCn1c(=O)c2c(nc3n2CCCN3c2cccc(OC)c2)n(C)c1=O,5
CC1C(=O)C(C)C(c2ccc(Cl)cc2)NC1c1ccc(Cl)cc1 (stereo not given),10
CCCCCOc1ccc(C2C(C(=O)c3ccc(F)cc3)C(=O)C(=O)N2CCOC)cc1OCC (stereo not given),-4
CCOC(=O)Cc1sc(N)nc1C,-1
Cc1cc(C)c(-n2nnnc2SCc2ccc(F)cc2)c(C)c1,-3
Cc1ccc(C(C)NC(=O)c2c(-c3ccccc3)noc2C)cc1 (stereo not given),0
CCOC(=O)Cn1c(=O)n(-c2ccccc2OC)c2nc(-c3ccc(C(C)C)cc3)nc(C(N)=O)c21,7
CCOC(=O)C(NC(C)=O)(Nc1ccc(S(=O)(=O)Nc2onc(C)c2C)cc1)C(F)(F)F (stereo not given),1
O=C1NCC(c2ccccc2)C1C(=O)N/N=C\c1cc(Cl)cc(Cl)c1O (stereo not given),-4
COc1ccc(NC(=O)Cn2c(=O)oc3cc(S(=O)(=O)NC(C)C)ccc32)cc1OC,-4
COC(=O)CCC(=O)N1CCCC(C(=O)c2ccc(OC)c(OC)c2)C1 (stereo not given),-1
COc1ccc(CCN2C(=O)N(c3ccc(C)cc3)C(=O)C2CC(=O)Nc2ccc(OC)cc2)cc1 (stereo not given),-5
Cc1ccccc1N1CCN(CC(=O)NC2CC2)CC1,8
CN1CCN(C(=O)c2cc(Cl)ccc2NC(=O)c2ccc(Cl)cc2Cl)CC1,3
C=C(C)Cn1c(SCc2ccccc2)nc2sc3c(c2c1=O)CCCC3,-4
CCCN1CCN(CCNC(=O)Nc2cc(C)ccc2C)CC1,5

# Taken from above, 19 compounds:
SMILES,RBX1-CUL1 inh
CCCOc1ccc(C(NC(=O)OCC)NC(=O)OCC)cc1OC,3
CC(C)N1CCN(c2ccc(C(=O)N3CCCC3)cn2)CC1,2
CCn1c(CNC(=O)c2ccc(OC)cc2)nnc1SCC(=O)Nc1cccc(C)c1,-10
COCCn1c(=O)c2c(nc3n2CCCN3c2cccc(OC)c2)n(C)c1=O,5
CC1C(=O)C(C)C(c2ccc(Cl)cc2)NC1c1ccc(Cl)cc1 (stereo not given),10
CCCCCOc1ccc(C2C(C(=O)c3ccc(F)cc3)C(=O)C(=O)N2CCOC)cc1OCC (stereo not given),-4
CCOC(=O)Cc1sc(N)nc1C,-1
Cc1cc(C)c(-n2nnnc2SCc2ccc(F)cc2)c(C)c1,-3
Cc1ccc(C(C)NC(=O)c2c(-c3ccccc3)noc2C)cc1 (stereo not given),0
CCOC(=O)Cn1c(=O)n(-c2ccccc2OC)c2nc(-c3ccc(C(C)C)cc3)nc(C(N)=O)c21,7
CCOC(=O)C(NC(C)=O)(Nc1ccc(S(=O)(=O)Nc2onc(C)c2C)cc1)C(F)(F)F (stereo not given),1
O=C1NCC(c2ccccc2)C1C(=O)N/N=C\c1cc(Cl)cc(Cl)c1O (stereo not given),-4
COc1ccc(NC(=O)Cn2c(=O)oc3cc(S(=O)(=O)NC(C)C)ccc32)cc1OC,-4
COC(=O)CCC(=O)N1CCCC(C(=O)c2ccc(OC)c(OC)c2)C1 (stereo not given),-1
COc1ccc(CCN2C(=O)N(c3ccc(C)cc3)C(=O)C2CC(=O)Nc2ccc(OC)cc2)cc1 (stereo not given),-5
Cc1ccccc1N1CCN(CC(=O)NC2CC2)CC1,8
CN1CCN(C(=O)c2cc(Cl)ccc2NC(=O)c2ccc(Cl)cc2Cl)CC1,3
C=C(C)Cn1c(SCc2ccccc2)nc2sc3c(c2c1=O)CCCC3,-4
CCCN1CCN(CCNC(=O)Nc2cc(C)ccc2C)CC1,5

# Source: PubChem (Icahn School of Medicine at Mount Sinai)
